Screening data deposited in PubChem by several laboratories.
HePTP inh – inhibitors of human HePTP phosphatase, primary screen, biochemical, absorbance, leukemia target; Tyrosine-protein phosphatase non-receptor type 7 (Homo sapiens), P35236; recombinant HePTP phosphatase activity, OD absorbance; inhibition, % at 20 µM; 0.64% of 110,000 active; AID 521, 2006; in the data active = inhibition above about 50%;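 note: plate controls were vehicle for no effect and reference inhibitor for full effect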
Target sequence (P35236 whole entry, looked up): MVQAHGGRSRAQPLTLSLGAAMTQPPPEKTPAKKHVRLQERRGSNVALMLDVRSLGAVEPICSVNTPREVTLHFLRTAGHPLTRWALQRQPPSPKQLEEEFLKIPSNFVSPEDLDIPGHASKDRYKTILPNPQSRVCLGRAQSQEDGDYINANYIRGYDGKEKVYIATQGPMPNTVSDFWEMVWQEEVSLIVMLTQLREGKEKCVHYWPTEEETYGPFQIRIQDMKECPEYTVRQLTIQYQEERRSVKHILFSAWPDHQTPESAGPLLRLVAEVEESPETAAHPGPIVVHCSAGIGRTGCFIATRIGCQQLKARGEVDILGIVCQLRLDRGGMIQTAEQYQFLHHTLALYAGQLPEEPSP
BAP1 block – inhibitors of BAP1 deubiquitinase, primary screen, biochemical, Ub-AMC fluorescence, kinetic; recombinant BAP1, Ub-AMC hydrolysis fluorescence kinetic; hits give low values; activity remaining (% of control), % at 20 µM; 0.48% of 72,000 active;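 active = activity remaining at or below 50% of control, provided the compound also passes the data quality filters; inactive = the rest, including low values that fail the filters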;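 note: 100% = DMSO wells rate and 0% = substrate alone blank rate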
Target sequence (Q92560 whole entry, looked up): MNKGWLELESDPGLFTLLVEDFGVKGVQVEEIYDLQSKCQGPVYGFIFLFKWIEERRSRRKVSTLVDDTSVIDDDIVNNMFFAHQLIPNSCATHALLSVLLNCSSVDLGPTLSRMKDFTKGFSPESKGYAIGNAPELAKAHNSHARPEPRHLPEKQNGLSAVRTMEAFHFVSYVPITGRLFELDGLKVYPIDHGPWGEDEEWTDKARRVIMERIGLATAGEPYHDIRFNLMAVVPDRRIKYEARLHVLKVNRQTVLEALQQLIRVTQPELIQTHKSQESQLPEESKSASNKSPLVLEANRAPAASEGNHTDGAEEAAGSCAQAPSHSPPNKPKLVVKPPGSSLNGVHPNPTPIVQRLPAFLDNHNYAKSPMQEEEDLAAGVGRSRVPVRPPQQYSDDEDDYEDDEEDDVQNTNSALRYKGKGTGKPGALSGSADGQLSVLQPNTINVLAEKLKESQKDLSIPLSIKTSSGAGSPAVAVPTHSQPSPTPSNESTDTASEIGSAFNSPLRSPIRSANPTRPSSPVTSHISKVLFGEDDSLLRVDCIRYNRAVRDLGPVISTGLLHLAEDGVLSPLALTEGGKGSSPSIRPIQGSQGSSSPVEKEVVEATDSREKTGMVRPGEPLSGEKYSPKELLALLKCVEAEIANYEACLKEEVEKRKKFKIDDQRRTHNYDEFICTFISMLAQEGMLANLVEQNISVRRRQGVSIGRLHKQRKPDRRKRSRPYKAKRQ
Starred values were filed as active, the others as inactive; nt = no result given; & = joins results of further samples.

HePTP inh	BAP1 block	Structure
6	nt	O=C(Nc1ccc([N+](=O)[O-])cn1)c1cc(Cl)ccc1Cl
8	nt	Cc1cc(-c2nnc(-c3ccccc3)c(-c3ccccc3)n2)c(C)o1
12	108	CCOC(=O)Cc1nnc(NC(=O)CSc2nnc3c4ccccc4n(C(C)C)c3n2)s1
1	113	NC1=NC(c2ccccc2Cl)n2c(nc3ccccc32)N1 (configuration not stated)
-5	nt	CC(=O)C1=C(O)C(=O)N(CC2CCCO2)C1c1ccc(F)cc1 (configuration not stated)
6	nt	CCOC(=O)CSc1cc(C)nc2ccc(C)cc12
4	119	OCCn1nc2c3ccccc3nc-2n(-c2ccccc2)c1=S
3	89	Cc1cc(Nc2ccc(C)c(Br)c2)n2nc(C)nc2n1
10	nt	O=C(Nc1cc(Cl)cc(Cl)c1)c1cc(I)ccc1Cl
2	nt	COC(=O)c1ccc(/C=N/NC(=O)c2n[nH]c3c2CCC3)cc1
-16	nt	Cc1ccc(C(NC(N)=O)c2ccccc2)cc1C (configuration not stated)
-9	57	Cc1ccc(-c2nc(Nc3ccccc3)n[nH]2)cc1
-6	149&100	C[C@H](CS)C(=O)N1CCC[C@H]1C(=O)O
8	63	O=C(Nn1cnnc1)C(c1ccccc1)c1ccccc1
nt	51	CC(=O)Nc1ccc2nc(NC(=O)c3ccc(OC(C)=O)cc3)sc2c1
12	98	Cc1[nH]nc(-c2ccc(O)c(C)c2O)c1-c1cnn(-c2ccccc2)c1
2	135	Cc1occc1-c1nnc(SCc2cc(=O)n3cc(Br)ccc3n2)n1C
6	nt	Cc1ccc2occ(C(=O)c3ccccc3C)c(=O)c2c1
-1	83	COc1ccc2c(CC#N)c[nH]c2c1
-1	nt	CCOC(=O)c1c(NC(=S)NC(=O)c2ccc([N+](=O)[O-])cc2)sc(C)c1C
3	136	CS(=O)(=O)Nc1ccc(C(=O)NCc2cccnc2)cc1
7	133&79	CN(C)[C@@H]1C(=O)C(C(N)=O)=C(O)[C@@]2(O)C(=O)C3=C(O)c4c(O)ccc(Cl)c4[C@@H](O)[C@H]3C[C@@H]12
3	105	COc1cccc(C2/C(=C(/O)c3ccccc3)C(=O)C(=O)N2CCCC(=O)O)c1 (configuration not stated)
1	99	CC(C)CCNC(=O)C1CCN(S(=O)(=O)c2ccc3c(c2)CCC(=O)N3)CC1
-4	41*	CCOc1cc(S(=O)(=O)N2CCC(Cc3ccccc3)CC2)c(OCC)cc1-n1cnnn1

Compounds shown so far that contain a nitro group on carbon (2):
HePTP inh	BAP1 block	Structure
6	nt	O=C(Nc1ccc([N+](=O)[O-])cn1)c1cc(Cl)ccc1Cl
-1	nt	CCOC(=O)c1c(NC(=S)NC(=O)c2ccc([N+](=O)[O-])cc2)sc(C)c1C

Next entries follow.
HePTP inh	BAP1 block	Structure
8	nt	COc1ccc(/C=C2/SC(=S)N(c3cccc(Cl)c3)C2=O)c2ccccc12
-1	95	Cc1nccn1-c1c2c(c(C#N)c3nc4ccccc4n13)CCCC2
-2	nt	O=[N+]([O-])c1ccc(OC/C=C2\Oc3c(Cl)cc(Cl)cc3C2N2CCOCC2)cc1 (configuration not stated)
-9	243	CCN1C(=O)NC(c2cc(Br)ccc2OC)C(C(=O)OC)=C1C (configuration not stated)
4	nt	COc1ccc(C2/C(=C(\O)c3ccccc3)C(=O)C(=O)N2Cc2cccnc2)cc1 (configuration not stated)
2	94	Fc1ccccc1COc1ccc(/C=N/n2cnnc2)cc1
8	nt	Cc1ccc(C(=O)c2ccc(Br)c([N+](=O)[O-])c2)cc1
-1	101	COc1ccc(CN(CC(=O)NCc2ccco2)C(=O)CCC(=O)Nc2ccccn2)cc1
9	89	CC(C)NC(=O)Cn1c(SCC(=O)N2c3ccccc3CC2C)nc2ccccc21 (configuration not stated)
8&-1	99	O=C1CN2C(=Nc3ccc(Br)cc3C2c2ccccc2)CCN1 (configuration not stated)
-4	nt	Cc1ccc(NCCC(=O)c2ccc(Cl)c(Cl)c2)cc1
8	nt	O=[N+]([O-])c1ccccc1NCCNS(=O)(=O)c1ccccc1
-13	nt	CC(C)(C)C(=O)Nc1cccc(C(=O)NCc2ccc(CNC(=O)c3cccc(NC(=O)C(C)(C)C)c3)cc2)c1
-4	nt	CCn1c(O)c(/C=N/N=C2CCCC2)c2ccc(C3=NNC(=O)CC3)cc21
6&-7	nt	COc1cc(OC)cc(C(=O)Nc2cccc(C(C)=O)c2)c1
4	nt	COc1cc(/C=C2/SC(=S)N(c3ccccc3)C2=O)ccc1OC(=O)c1ccc(F)cc1
nt	79	N=C(N)SCCS(=O)(=O)c1ccccc1
7	nt	CC(C(=O)O)N1C(=O)/C(=C/c2ccc3c(c2)OCO3)SC1=S (configuration not stated)
-25	nt	CCOC(=O)/C(C#N)=N\Nc1ccc(C(N)=O)cc1
6	98	COc1cccc(C2CC(=O)NC(SC)=C2C#N)c1 (configuration not stated)
12	nt	Cc1cc(C)n2cc(CSc3nnnn3C)nc2n1
-16	nt	COc1cc(C=O)ccc1OC(=O)c1cc(OC)c(OC)c(OC)c1
-7	129	CCNc1oc(-c2cccc3ccccc23)nc1C#N
3	94	COc1ccc(S(=O)(=O)NCc2cn3c(C)csc3n2)cc1F
10	106	Cc1cccc(C2CC(c3ccc(Cl)cc3)Nc3nc(N)nn32)c1 (configuration not stated)

Further results follow.
HePTP inh	BAP1 block	Structure
-7	97	CCOCCCNC(=O)c1ccc2c(c1)ncn2C1CCCC1
10	nt	O=C(O)c1ccc(COc2ccc3c4c(c(=O)oc3c2)CCC4)o1
2	nt	COc1ccc(NC(=O)CSc2nc3c(c(=O)n2-c2ccccc2)SCC3)c(OC)c1
6	nt	COc1ccc(C(=O)N2CCN(Cc3cccc(Cl)c3)CC2)cc1OC
8&2	103	CC1(C)CC(=O)C=C(NCCN2CCN(C(=O)Nc3ccc(Cl)c(Cl)c3)CC2)C1
-2	nt	COc1ccc(-c2csc(NC(=O)/C=C/c3ccc(OC)c(S(=O)(=O)N4CCCCC4)c3)n2)cc1
7	nt	Oc1c(/C=C2\C=Nc3ccccc32)sc(=S)n1-c1ccc(Cl)cc1
8	nt	Cc1onc(-c2c(Cl)cccc2Cl)c1C(=O)Nc1ccc(S(N)(=O)=O)cc1
-7	nt	CCOc1ccc(OCC)c(NC(=O)CN2CCN(c3ccc(C)cc3C)CC2)c1
3	110	COc1ccccc1NC(=O)COC(=O)c1ccc(S(=O)(=O)NCc2ccco2)cc1
-3	nt	O=[N+]([O-])c1ccc2c(c1)S(=O)(=O)NC2=NCCC1=CCCCC1
11	100	Cc1ccc(C)c(N2CCN(C(c3ccncc3)c3nnnn3Cc3ccccc3)CC2)c1 (configuration not stated)
6	95	C=CCNC(=O)CN(c1cccc(Br)c1)S(C)(=O)=O
4	122	NC(=O)NC(Cc1ccccc1)C(=O)O (configuration not stated)
18	nt	COc1cc(/C=C2/SC(=S)N(CC(=O)O)C2=O)ccc1OCc1ccc(Cl)cc1Cl
6	106	O=C(NC1CC2CCC(C1)N2C(=O)NCc1ccccc1)C1CC1 (configuration not stated)
8&-4	85	CNC(=O)c1cc2cc(OC)ccc2n1CCN(C)C
nt	56	Cc1ccc2nc(-c3ccc(NC(=O)c4ccc(C#N)cc4)cc3)sc2c1
2	nt	Cc1c(C(=O)N2CC(C)OC(C)C2)oc2ccccc12 (configuration not stated)
-8	nt	COC(=O)c1sccc1NC(=O)c1cc2c(s1)CCCC2
-13	98	CCCc1cc(=O)oc2cc(OCc3ccccc3Cl)ccc12
-6	nt	Cn1cnc2cc(Nc3nnc(-c4ccc(Cl)cc4)c4ccccc34)ccc21
-5&-4	101	Cc1ccc(S(=O)(=O)NC2=NCN(Cc3ccccc3)CN2)cc1
-1	85	CCOC(=O)N1CCN(c2c(N3CCOCC3)c(=O)c2=O)CC1
-2	nt	Cc1csc(=NC(=O)c2ccccc2)n1Cc1ccco1

The list goes on; it opens with the 3 that closed the last part.
HePTP inh	BAP1 block	Structure
-5&-4	101	Cc1ccc(S(=O)(=O)NC2=NCN(Cc3ccccc3)CN2)cc1
-1	85	CCOC(=O)N1CCN(c2c(N3CCOCC3)c(=O)c2=O)CC1
-2	nt	Cc1csc(=NC(=O)c2ccccc2)n1Cc1ccco1
nt	152	CC(C)(C)c1ccc(OCC(O)CN2CCN(c3ccccc3F)CC2)cc1 (configuration not stated)
-5	106	O=C(Nc1cccc(F)c1)C1C2C=CC3(CN(CCCN4CCOCC4)C(=O)C13)O2 (configuration not stated)
0	90	O=c1cnnc(SCCc2ccccc2)[nH]1
9	80	Cc1nc(Nc2ncc3c(n2)CCCC3=O)nc2ccccc12
7&5	99	O=C(O)CN(Cc1ccco1)S(=O)(=O)c1ccccc1
8	nt	O=C(Nc1ccc2nn(-c3ccc(F)cc3)nc2c1)c1cccnc1
-9	nt	Cc1cc(OCC(=O)Nc2ccc(NC(=O)c3ccco3)cc2)ccc1Cl
14	52	O=c1c2cc(-c3ccccc3)sc2ncn1/N=C/c1ccco1
-3	100	Cc1[nH]c2ccccc2c1C(=O)CSc1nc2cc(S(=O)(=O)N3CCCCC3)ccc2o1
0	nt	COc1cc([N+](=O)[O-])ccc1-c1ccc(/C=C2/C(=N)N3N=C(C(C)C)SC3=NC2=O)o1
nt	139	Nc1c(C(=O)c2ccccc2)sc2nc(C3CC3)cc(-c3cccs3)c12
-4	91	CCn1c(SCC(=O)Nc2cc(C)ccc2C)nnc1-c1cnccn1
11	111	CCOc1ccc2nc(SCc3ccc(C(=O)OC)o3)[nH]c2c1
8	114	Fc1cnc(N2CCOCC2)nc1NCc1ccccc1
6	124	CCN(CC)S(=O)(=O)c1cc(Br)c(C)cc1OC
-12	nt	Cc1cc(Cl)c(OCCCN2CCCCC2)c(Cl)c1
-4	nt	Cc1nc(-c2ccccc2)sc1C(=O)NCc1ccccc1
0	nt	Cc1ccc(C(=O)N/C(=C\c2ccc(-c3cc(Cl)ccc3Cl)o2)C(=O)NCc2ccco2)cc1
5	nt	CC(C)(C)c1ccc(OCC(=O)Nc2nccs2)cc1
nt	56	CN(C)C1N(C(=O)c2ccccc2)N=C2c3ccccc3S(=O)(=O)N21 (configuration not stated)
2	nt	COc1ccccc1-c1nnc(Nc2nc3c(OC)cccc3s2)o1
4	nt	Cc1ccccc1N1C(=O)C2C3c4ccccc4C(C)(c4ccccc43)C2C1=O (configuration not stated)
-9	nt	O=C(COc1ccc([N+](=O)[O-])cc1)Nc1ccc2oc(-c3ccc(Br)cc3)nc2c1
6	nt	COCCNC(=O)/C(=C/c1ccc(-c2cc(Cl)ccc2Cl)o1)NC(=O)c1ccc(C)cc1
4	133	O=C(NCc1cccs1)c1ccccc1C(=O)NCc1cccs1

Profiles, quoted from the list:
Profile of `CN(C)C1N(C(=O)c2ccccc2)N=C2c3ccccc3S(=O)(=O)N21` (configuration not stated) → HePTP inh = nt; BAP1 block = 56
Profile of `CC(=O)Nc1ccc2nc(NC(=O)c3ccc(OC(C)=O)cc3)sc2c1` → HePTP inh = nt; BAP1 block = 51
Profile of `CC1(C)CC(=O)C=C(NCCN2CCN(C(=O)Nc3ccc(Cl)c(Cl)c3)CC2)C1` → HePTP inh = 8&2; BAP1 block = 103

Following part:
HePTP inh	BAP1 block	Structure
6	nt	CC(=O)COc1ccc2c(C)cc(=O)oc2c1
9	110	Cn1c(-c2ccc(Br)o2)nc2ccccc21
4	111	O=C(CCN1CCOCC1)NC12CC3CC(CC(C3)C1)C2
5	90	O=C(Cn1cnc2c(nnn2Cc2ccc(Cl)cc2)c1=O)NC1CCCC1
-5	95	O=C(NCc1cccs1)C1CCN(S(=O)(=O)c2cccc3cccnc23)CC1
102*	nt	COc1nsnc1NS(=O)(=O)c1ccc(NC(=S)NC(=O)c2sc3cc(F)ccc3c2Cl)cc1
-3	59	Cc1cccc(C)c1-n1nnnc1SCSc1nnnn1-c1c(C)cccc1C
8	nt	O=C(Nc1ccccc1)c1ccc(NS(=O)(=O)c2ccc(Br)cc2)cc1
1	73	CCCCNC(=O)C(C#N)c1nc2ccccc2nc1N1CCCC1 (configuration not stated)
3	101	COc1cc2c(cc1OC)CN(C(=O)c1cc3ccccc3oc1=O)CC2
5	nt	COc1ccccc1C(=O)Nc1nnc(C(C)(C)C)s1
-8	nt	Cc1cc2oc(=O)cc(CN3CCCc4ccccc43)c2cc1C
1	nt	CCCOc1ccc(C(=O)Nc2ncc(Cc3ccc(F)cc3)s2)cc1
3	79	Cc1ccc(C)c2[nH]c(=O)c(CN(CCN3CCCC3)C(=O)Nc3cccc(Cl)c3)cc12
96*	nt	O=C1NC(=O)C(=Cc2ccc(Cl)c([N+](=O)[O-])c2)C(=O)N1
-2	nt	CC(=O)Nc1ccc(N2C(=O)CSC23C(=O)Nc2ccccc23)cc1 (configuration not stated)
-20	nt	COC(=O)c1ccc(NC(=O)CC2Nc3ccccc3NC2=O)cc1 (configuration not stated)
-6	58	C=CCn1c(Cc2csc(N)n2)nnc1SCC(=O)Nc1ccc(C(=O)OCC)cc1
1	98	Cc1ccc(-n2nnnc2SCC(=O)Nc2c(C)n(C)n(-c3ccccc3)c2=O)cc1
4	nt	NS(=O)(=O)c1ccc(NC(=S)NC(=O)c2sc3cc(F)ccc3c2Cl)cc1
12	115	COc1ccc2[nH]c(=O)c(CN(Cc3ccccc3)Cc3nnnn3CC3CCCO3)cc2c1 (configuration not stated)
1	101	O=C(C1CCC1)N1CCc2cc(S(=O)(=O)N3CCCCC3)ccc21
2	102	O=C(CCn1c(=O)sc2ccccc21)NCCN1CCOCC1
-3	nt	CC(=O)Nc1ccccc1NS(=O)(=O)c1ccc(Cl)cc1
3	nt	C=CCN1C(=O)/C(=C\c2ccc(O)c(OCC)c2)C(=O)NC1=S
0	77	Cc1cc(C)n(C(=O)c2cc([N+](=O)[O-])ccc2Cl)n1
-8	nt	Cc1cccc(OCCCN2CCCC2)c1
9	nt	COc1cc(/C=C(\C#N)C(=O)c2ccccc2)ccc1O
